# AMA1 RON2 block – inhibitors of Plasmodium falciparum AMA1-RON2 interaction; Potency, µM (titrated, usually from 58.2 µM), for the others: at the top dose activity change, negative = inhibition, actives largely listed as inhibitors; AlphaScreen AMA1-biotinylated RON2 peptide binding; actives 0.2% (n = 360,000);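 further: potency means the concentration at half of the fitted maximal effect; 0% = vehicle wells and -100% = peptide control; nearly all actives have a fitted effect of over 45% in size; some results filed as inactive show a strong effect at the top dose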
#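 AMA1 (3D7) with his tag at 25 nM final met compounds first, then biotinylated RON2 peptide at 25 nM; detection used donor plus acceptor beads, 10 µg/mL apiece, read by AlphaScreen after 30 min at room temperature.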
# HCMV inh – human cytomegalovirus inhibition; HFF cells, HCMV-luciferase reporter, 72 h; active compounds read low; actives 4.5% (n = 410,000); activity change, negative = inhibition, % at 57.5 µM; in the data active means activity change below about -60%; inconclusive means no clear call, values can overlap the other calls; inactive means above about -39%
#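 Cell-based, HFFs, 1000 cells/well, 16 h 37C; cpds in DMSO + HCMV-luc, MOI 1 PFU/cell; 72 h 37C; OneGlo luminescence after 5 min RT; norm. to buffer vs Salinomycin 10uM.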
# Sm TGR block – blocks Schistosoma mansoni thioredoxin glutathione reductase; Q962Y6; purified TGR, DTNB reduction, TNB absorbance 405 nm; Potency, µM (titrated, usually from 114 µM), for inactives: at the top dose activity change, negative = inhibition, most hits filed as inhibitors; actives 3% (n = 360,000); further: potency means the concentration at half of the fitted maximal effect; nearly all actives have a fitted effect of over 60% in size
#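 Kinetic colorimetric format: TGR-catalysed, NADPH-driven DTNB reduction monitored via TNB absorbance. Enzyme dispensed at 20 nM; compound exposure 15 min at room temperature before reaction start.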
# FBPA Giardia inh – Giardia lamblia aldolase inhibition | actives 0.71% (n = 290,000) | Potency, µM (highest dose often 59.6 µM), without a hit: top-dose activity, negative = inhibition, actives largely listed as inhibitors | A8B2U2 | purified Giardia FBPA | AID 2451; further: potency means the concentration at half of the fitted maximal effect; nearly all actives have a fitted effect of over 55% in size
# Target sequence (A8B2U2 whole entry, looked up): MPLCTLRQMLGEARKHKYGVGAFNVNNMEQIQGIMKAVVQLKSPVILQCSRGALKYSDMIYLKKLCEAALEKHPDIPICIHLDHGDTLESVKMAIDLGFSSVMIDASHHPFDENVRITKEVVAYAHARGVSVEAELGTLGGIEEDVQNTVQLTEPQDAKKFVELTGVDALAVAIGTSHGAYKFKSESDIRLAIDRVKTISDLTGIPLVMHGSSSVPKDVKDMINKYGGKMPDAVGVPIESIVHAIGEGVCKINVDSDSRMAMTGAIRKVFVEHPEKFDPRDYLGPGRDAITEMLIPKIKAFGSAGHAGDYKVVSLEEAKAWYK
#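 40 nM FBPA preincubated 10 min at RT with compound (up to 57.5 uM final), then substrate plus GAPDH/TPI/NAD/arsenate coupling and diaphorase/resazurin added. Fluorescence read after 20 min at RT, 525/598 nm.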
# HCV inh – blocks hepatitis C virus; Huh7.5.1 HCVcc-Cre infection, luciferase reporter, 44 h; Potency, µM (doses to about 41.8 µM), for inactives: at the top dose activity change, negative = inhibition, usual class: inhibitors; actives 3.4% (n = 340,000); further: potency means the concentration at half of the fitted maximal effect
#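 After 44 h co-culture of compound, cells and HCVcc-Cre (~0.5 moi), substrate is added for 15 min at room temperature and luciferase measured over 15 sec. Cells were seeded at 1,000/well and pre-cultured 4 h.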
# AmpC detergent – inhibitors of E. coli AmpC beta-lactamase with detergent; P00811; AmpC hydrolysis of nitrocefin, absorbance 480 nm, 0.01% Triton; Potency, µM (top dose mostly 114 µM), inactives show top-dose activity change, negative = inhibition, actives largely listed as inhibitors; actives 0.041% (n = 370,000); AID 485294;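 further: potency means the concentration at half of the fitted maximal effect; 0% = no-compound wells and -100% = no-enzyme wells; nearly all actives have a fitted effect of over 25% in size; some results filed as inactive show a strong effect at the top dose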
# Target sequence (P00811 whole entry, looked up): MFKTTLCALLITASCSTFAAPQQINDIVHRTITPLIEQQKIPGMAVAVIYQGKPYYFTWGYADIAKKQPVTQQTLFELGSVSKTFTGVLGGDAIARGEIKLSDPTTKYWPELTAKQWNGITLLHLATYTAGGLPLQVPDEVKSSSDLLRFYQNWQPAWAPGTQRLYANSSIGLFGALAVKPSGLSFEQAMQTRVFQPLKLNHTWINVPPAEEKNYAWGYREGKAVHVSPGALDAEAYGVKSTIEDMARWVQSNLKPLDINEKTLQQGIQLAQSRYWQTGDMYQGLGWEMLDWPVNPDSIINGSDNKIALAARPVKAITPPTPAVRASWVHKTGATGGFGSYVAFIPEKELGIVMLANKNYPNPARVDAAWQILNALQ
#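 AmpC (5.3 nM in the dispensed reagent) in 20 mM phosphate pH 7.0 with 0.01% (detergent screen) or 0.0001% Triton X-100 was preincubated with compounds for 15 min at room temperature. Nitrocefin was then added from an 800 uM solution, and hydrolysis was followed at 480 nm.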
# * hit, by the source's call; ? = inconclusive; / = not tested or not shown; & = joins results of further samples; [ ] = remark or other dose. Unless noted, the call rests on the fitted dose curve; in most records, active means well fitted curve in the direction sought with a large enough effect; inconclusive means small, poorly fitted or top-dose-only effect, or another doubt; inactive means no such curve, though single readings can be large; an effect the other way counts as inactive or inconclusive. Unless noted, on the % scale 0 is the no-effect control and ±100 the full control effect. Random draw from the library. About 9.3% of those tested had a hit in this group.
SMILES,AMA1 RON2 block,HCMV inh,Sm TGR block,FBPA Giardia inh,HCV inh,AmpC detergent
Cc1ccc2cc(CN(CCCN(C)C)C(=O)NCc3ccccc3)c(=O)[nH]c2c1C,-8%,28,0%,0%,?,-15%
Cc1ccc(N2C(=O)CC(Sc3nc4ccccc4o3)C2=O)cc1Cl (stereo unspecified),6%,31,13µM*,-8%,11%,?
COc1cc2nc(Cl)nc(NCCO)c2cc1OC,8%,71,-5%,-12%,4%,6%
CC1=C(C(=O)OC2CCCCCC2)C(c2c(F)cccc2Cl)CC(=O)N1 (stereo unspecified),/,?,-4%,/,/,1%
CCOC(=O)C1=C(C)NC(=S)N(C(C)=O)C1c1ccc(Cl)cc1 (stereo unspecified),8%,32,-2%,-5%,?,-4%
CCn1cc(C(=O)O)c(=O)c2cnc(N3CCN(C(=S)NC(=O)c4ccc(Br)cc4)CC3)nc21,87%[activator],/,-3%,2%,13%,-4%
COc1ccccc1NC(=O)CCC(=O)c1ccc(-c2ccccc2)cc1,-7%,-18,5%,1%,-7%,-9%
Cc1cc(NC(=O)c2ccc([N+](=O)[O-])cc2)no1,-15%,4,-2%,1%,15%,1%
CCOc1ccc(-n2c(SCC(=O)Nc3ccccc3C)n[nH]c2=O)cc1,1%,2,-28%,2%,0%,?
Cc1ccc(S(=O)(=O)N(C)CC(=O)OCC(=O)c2c(N)n(C)c(=O)n(C)c2=O)cc1,-6%,8,1%,-1%,0%,-11%
Cc1c(C(=O)Nc2ccc(F)cc2)c2ccccn2c1CCc1ccncc1,-1%,20,-20%,-13%,-1%,1%
c1csc(-c2nc(-c3ccc(-c4ccon4)s3)no2)c1,-7%,116,1%,2%,-9%,-10%
Cc1cc(Nc2ccccc2F)n2nc(Cc3ccc(Cl)cc3)nc2n1,/,-36,0%,/,/,-7%
COc1ccc(CC(=O)OCC(=O)Nc2cccc(C(C)=O)c2)cc1OC,10%,15,7%,/,-12%,-11%
Cc1ccccc1CC1(CO)CCCN(C(=O)c2cccc(Cl)c2)C1 (stereo unspecified),12%,?,5%,1%,25%,8%
Cc1ccc(CNC(=O)c2cc3cc(Br)ccc3oc2=N)cc1,-8%,30,-18%,/,21%,1%
CCOc1ccc(CNC(=O)c2cccn2-c2nnc(N3CCCCC3)s2)cc1OC,/,-24,-10%,/,/,1%
CCN(c1ccc(OC)cc1)S(=O)(=O)c1nnc(NC(=O)COc2ccc(F)cc2)s1,19%,13&-33,-4%&2%,/,18%,6%&0%
Clc1cccc(-c2ccc(C=Nc3ccc(N4CCOCC4)cc3)o2)c1Cl,-12%,?,-4%,-29%,1%,2%
CCc1ccc(CNC(=O)c2ccc(NC(=O)N3CC(C)Sc4ccccc43)cc2)cc1 (stereo unspecified),/,27,2%,/,/,22%
CCOC(=O)/C(C#N)=C\c1c(C)cc(C)c(COC(C)=O)c1C,-10%,58,-6%,0%,2%,-8%
CC(=NNC(=O)c1cccc(S(=O)(=O)N2CCCC2)c1)c1ccccc1,13%[11.6 µM],8,/,/,33%[activator],/
COc1ccc(-n2c(=O)cc(N3CCN(Cc4ccccc4)CC3)[nH]c2=O)cc1,8%,-4,?,-8%,-1%,?
COc1ccc(CCC(=O)OCC(=O)Nc2sccc2C(N)=O)cc1OC,1%,0,/,/,-14%,/
CCCOP(=O)(OCCC)C(Nc1ccc(C(C)C)cc1)c1ccc([N+](=O)[O-])cc1 (stereo unspecified),?,52,-13%,-4%,?,3%
Cc1ccc(S(=O)(=O)N2CC=C(N)N2)cc1,-9%,5,/,/,8%,/
O=C(O)c1ccccc1C(=O)NCCc1c(C(=O)O)[nH]c2ccc(F)cc12,14%,29,-8%,5%,?,2%
CC(COc1cccc2ccccc12)CN1CCN(C)CC1 (stereo unspecified),-12%,5,25µM*,-12%,5µM*,?
O=C(Nc1ccccc1-c1nnn(CC(=O)N2CCCc3ccccc32)n1)c1ccc(Cl)cc1,19%,?,2%,-6%,7%,-2%
COc1ccc(OC)c(NC(=O)c2c(C)oc3ncnc(N4CCOCC4)c23)c1,/,27,-4%,/,/,8%
COc1cc(C)cc2oc(=O)c(CC(=O)NCc3cccc(Cl)c3)c(C)c12,/,-23,-2%,/,/,1%
O=C(CCn1c(=O)oc2ccccc21)NCCCN1CCOCC1,-6%,-20,4%,7%,5%,4%
COc1cc(OC)c(C(=O)Nc2ccc(N(C)C)cc2)cc1OC,-17%,-26,-24%,-23%,-19%,0%
CCOc1ccccc1N1CN(Cc2ccccc2)CNC1=S,-24%,-2,-6%,1%,20%,-1%
COc1ccc(Cl)cc1NC(=O)NCCn1c(=O)oc2ccc(C)cc21,/,-22,-1%,/,/,15%
C=CCn1c(SCC(=O)Nc2ccccc2F)nnc1C(C)NC(=O)c1ccccc1F (stereo unspecified),4%,?,32%,/,-6%,2%
Cc1ccc(-c2cn3cccnc3n2)cc1NC(=O)c1cccs1,5%,4,-14%,2%,12%,?
CC1CCN(C(=O)C(C)c2ccc([N+](=O)[O-])cc2)CC1 (stereo unspecified),5%,-18,20%,7%,12%,3%
Cc1cc(Cl)ccc1NC(=O)CN(C)C1=NS(=O)(=O)c2ccccc21,-5%,10,-11%,/,2%,-1%
O=C(CN1CCC(NC(=O)c2ccco2)CC1)Nc1cccc2ccccc12,-8%,2,-19%,-1%,3%,?
Nc1n[nH]c(N)c1N=Nc1cccc(C(F)(F)F)c1,33%[activator],19,0%,6%,-17%,-4%
Cc1cc(C)nc(NS(=O)(=O)c2ccc(N3C(=O)c4ccccc4C3=O)cc2)n1,5%,?,-3%,0%,29%,?
O=C(N/N=C/c1cc(Cl)cc([N+](=O)[O-])c1O)c1cc(-c2ccccn2)nc2ccccc12,0%,-13,-18%,18%,5%,-11%
COc1cccc(-n2nnc3c(=O)n(CC(=O)N4CCCc5ccccc54)cnc32)c1,4%,-17,-2%,2%,?,?
Cc1cc(=O)oc2c(C)c(OC(C)C(=O)NCC3CCC(C(=O)O)CC3)ccc12 (stereo unspecified),1%,-20,4%,6%,20%,-7%
CC(NC(=O)c1ccccc1F)C1CC1 (stereo unspecified),-7%,-36,-14%,8%,8%,-5%
CCCc1oc2ccc(NS(=O)(=O)c3ccc(OC)cc3)cc2c1C(=O)OCC,/,-83*,5%,/,/,0%
O=C(c1cccs1)N1CCN(Cc2ccccc2)CC1,-11%,61,0%,0%,?,?
CCC(C)CCCCNC1=NCCS1 (stereo unspecified),7%,?,?,3%,-16%,3%
COc1cc(C)cc2oc(=O)c(CC(=O)N3C[C@H]4C[C@@H](C3)c3cccc(=O)n3C4)c(C)c12,-1%,5,-13%,2%,4%,-5%
CC(Sc1nnc(C2CC2)n1C1CC1)C(=O)Nc1ccc(C(N)=O)cc1 (stereo unspecified),-26%,36,-7%,/,?,-2%
CCN(CC)c1ccc(NC(=O)CSc2nnc(N)s2)cc1C,-4%,6,4%,-7%,-3%,-12%
Cc1ccc(S(=O)(=O)CCSc2n[nH]c(=O)n2-c2ccccc2)cc1,8%,?,?,-1%,?,9%
COc1ccc(NC(=S)N2CCC(C(=O)c3ccc(Cl)cc3)CC2)cc1,4%,-33,/,/,3%,/
Cc1cccc(N2CCN(C(=O)c3sc4nc5n(c(=O)c4c3C)CCC5)CC2C)c1 (stereo unspecified),/,-13,-22%,/,/,21%
O=C(NNC(=O)c1nc(Cl)ccc1Cl)c1ccc(F)cc1,94%[activator],6,5%,/,11%,3%
CCOC(=O)c1ccc(NC(=S)N(CCCN2CCCCC2)Cc2ccco2)cc1,3%,?,-5%,0%,?,-13%
COc1ccccc1N1CCN(Cc2cn[nH]c2-c2ccc(F)cc2)CC1,?,5,4%,2%,9%,-7%
O=C1CN(C(=O)CNCc2cccc(Cl)c2)c2ccccc2N1,-19%,0,45µM*,?,8%,0%
O=C1CCC(=O)N1c1ccccc1-c1ccccc1,5%,34,-25%,-1%,15%,?

# Part of the list above in order of length of the SMILES, rising:
SMILES,AMA1 RON2 block,HCMV inh,Sm TGR block,FBPA Giardia inh,HCV inh,AmpC detergent
CCC(C)CCCCNC1=NCCS1 (stereo unspecified),7%,?,?,3%,-16%,3%
CC(NC(=O)c1ccccc1F)C1CC1 (stereo unspecified),-7%,-36,-14%,8%,8%,-5%
O=C1CCC(=O)N1c1ccccc1-c1ccccc1,5%,34,-25%,-1%,15%,?
O=C(c1cccs1)N1CCN(Cc2ccccc2)CC1,-11%,61,0%,0%,?,?
Nc1n[nH]c(N)c1N=Nc1cccc(C(F)(F)F)c1,33%[activator],19,0%,6%,-17%,-4%
CCN(CC)c1ccc(NC(=O)CSc2nnc(N)s2)cc1C,-4%,6,4%,-7%,-3%,-12%
O=C(NNC(=O)c1nc(Cl)ccc1Cl)c1ccc(F)cc1,94%[activator],6,5%,/,11%,3%
O=C1CN(C(=O)CNCc2cccc(Cl)c2)c2ccccc2N1,-19%,0,45µM*,?,8%,0%
COc1ccccc1N1CCN(Cc2cn[nH]c2-c2ccc(F)cc2)CC1,?,5,4%,2%,9%,-7%
COc1ccc(NC(=S)N2CCC(C(=O)c3ccc(Cl)cc3)CC2)cc1,4%,-33,/,/,3%,/
Cc1ccc(S(=O)(=O)CCSc2n[nH]c(=O)n2-c2ccccc2)cc1,8%,?,?,-1%,?,9%
CCCc1oc2ccc(NS(=O)(=O)c3ccc(OC)cc3)cc2c1C(=O)OCC,/,-83*,5%,/,/,0%
COc1cccc(-n2nnc3c(=O)n(CC(=O)N4CCCc5ccccc54)cnc32)c1,4%,-17,-2%,2%,?,?
Cc1cc(C)nc(NS(=O)(=O)c2ccc(N3C(=O)c4ccccc4C3=O)cc2)n1,5%,?,-3%,0%,29%,?
O=C(N/N=C/c1cc(Cl)cc([N+](=O)[O-])c1O)c1cc(-c2ccccn2)nc2ccccc12,0%,-13,-18%,18%,5%,-11%
COc1cc(C)cc2oc(=O)c(CC(=O)N3C[C@H]4C[C@@H](C3)c3cccc(=O)n3C4)c(C)c12,-1%,5,-13%,2%,4%,-5%

# Further structures.
SMILES,AMA1 RON2 block,HCMV inh,Sm TGR block,FBPA Giardia inh,HCV inh,AmpC detergent
COc1ccccc1-c1nnc(SC)n1C,6%,-39,1%,6%,5%,3%
COc1ccc2c(c1)c1c(c(=O)n(-c3ccccc3C)c(=O)n1Cc1c(F)cccc1Cl)n2C,/,10,19%,/,/,18%
N/C(=N\O)C1COc2ccccc2O1 (stereo unspecified),-12%,33,1%,-2%,?,-3%
CCC(C)N(C(=O)COc1ccccc1C(=O)NCc1ccccc1)C1CCS(=O)(=O)C1 (stereo unspecified),3%,-24,3%,/,?,3%
CCC(C)C(=O)Nc1nnc(SCC(=O)Nc2ccc(F)cc2)s1 (stereo unspecified),3%,27,13%,3%,?,-4%
CCCNC(=O)C1CCN(S(=O)(=O)c2ccc3nc4c(c(C(=O)O)c3c2)CCCCC4)CC1,3%,28,5%,8%,9%&19%,-7%
